NS5 inhibitors – Dengue-2 NS5 methyltransferase inhibitors, primary screen, biochemical, confirmation dose response (AID 588689); Genome polyprotein (Dengue virus type 2 (strain 16681-PDK53)); Dengue-2 NS5 methyltransferase capping enzyme assay, biochemical; higher % means a stronger effect; inhibition, % at 25 µM, or IC50 in µM where a hit was titrated; 0.3% of 340,000 active; in the data active means a potency from the dose series; inconclusive means inhibition above about 29% without an active follow-up result
SIAH1 antagonists – Siah-1 peptide-binding antagonists, primary screen, biochemical, fluorescence polarization, rhodamine-plectin, uHTS (AID 1817); E3 ubiquitin-protein ligase SIAH1 (Homo sapiens); Siah-1 / rhodamine-plectin peptide fluorescence polarization; higher % means a stronger effect; one-dose displacement, % at 20 µM; IC50 in µM for titrated hits; 0.02% of 290,000 active;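 active means displacement of at least 50% at 20 µM, with a fluorescence ratio check between 0.3 and a set limit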;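 further: plate controls were Siah plus tracer with DMSO for no effect and tracer alone without Siah for full effect; strong numbers were not always called active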
HIV peptide binding – inhibitors of HIV fusion peptide binding, primary screen, biochemical, uHTS, fluorescence dequenching (AID 1986). cell-free peptide binding, fluorescence dequenching, 30 min; higher % means a stronger effect. one-dose inhibition, % at 20 µM; IC50 in µM for titrated hits. 0.3% of 290,000 active; in the data active means inhibition mostly above about 52%, no sharp cut-off; inactive means mostly below about 76%; further: some results filed as inactive read as strong as hits
GPR35 antagonists – GPR35 antagonists blocking zaprinast-driven arrestin recruitment, primary screen, imaging, U2OS, beta-arrestin-GFP, zaprinast agonist (AID 2058); G-protein coupled receptor 35 (Homo sapiens); U2OS GPR35 beta-arrestin-GFP translocation imaging, zaprinast antagonism; higher % means a stronger effect; one-dose inhibition, % at 10 µM; IC50 in µM for titrated hits; 0.052% of 290,000 active;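 active means inhibition of at least 50% with at least 30 cells and total cytoplasm GFP at most 10,000,000; inconclusive means under 30 cells or total GFP of 10,000,000 plus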
GPR55 beta-arrestin – GPR55 agonists via beta-arrestin recruitment, primary screen, imaging, U2OS cells, beta-arrestin-GFP redistribution (AID 1961); G-protein coupled receptor 55 (Homo sapiens); 0.048% of 290,000 active; U2OS GPR55 beta-arrestin-GFP redistribution imaging; higher % means a stronger effect; one-dose activation, % at 10 µM; EC50 in µM for titrated hits;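 active means activation above 40% with more than 50 cells counted in the well; inconclusive means wells holding fewer than 50 cells, flagged as toxic or sparse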;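 further: U2OS osteosarcoma cells stably expressing GPR55 and beta-arrestin-GFP; plate controls were DMSO negative control for no effect and LPI positive control for full effect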
UTI89 phage lysis – inhibition of K1F phage lysis, E. coli UTI89, bacterial capsule biogenesis inhibitors, alamar blue (AID 488966); 0.02% of 340,000 active; one-dose inhibition, % at 100 µM; IC50 in µM for titrated hits; E. coli UTI89 K1F phage lysis, alamar blue, 2 h; higher % means a stronger effect;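 active means phage lysis inhibition, versus mean bacterial control, above a set limit; inconclusive means no clear call, values can overlap the other calls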;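 further: capsule biogenesis inhibitors block K1F phage lysis so surviving cells raise fluorescence; higher fluorescence means more inhibition of phage lysis; actives were called in the ten point dose series up to 300 µM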
NTR1 agonist – agonists of NTR1, primary screen, imaging, U2OS cells, beta-arrestin-GFP, high content (AID 493036); Neurotensin receptor type 1 (Homo sapiens), P30989; NTR1-U2OS beta-arrestin-GFP spot imaging, agonist mode; activation, % at 20 µM; 0.17% of 330,000 active;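 active means activation at or above 40% of the spot to cytoplasm intensity ratio, with at least 20 cells analyzed; inconclusive means wells under 20 cells, flagged as cytotoxic or low count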;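 further: 0% = DMSO without peptide and 100% = 100 nM NTR1 peptide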
Target sequence (P30989 whole entry, looked up): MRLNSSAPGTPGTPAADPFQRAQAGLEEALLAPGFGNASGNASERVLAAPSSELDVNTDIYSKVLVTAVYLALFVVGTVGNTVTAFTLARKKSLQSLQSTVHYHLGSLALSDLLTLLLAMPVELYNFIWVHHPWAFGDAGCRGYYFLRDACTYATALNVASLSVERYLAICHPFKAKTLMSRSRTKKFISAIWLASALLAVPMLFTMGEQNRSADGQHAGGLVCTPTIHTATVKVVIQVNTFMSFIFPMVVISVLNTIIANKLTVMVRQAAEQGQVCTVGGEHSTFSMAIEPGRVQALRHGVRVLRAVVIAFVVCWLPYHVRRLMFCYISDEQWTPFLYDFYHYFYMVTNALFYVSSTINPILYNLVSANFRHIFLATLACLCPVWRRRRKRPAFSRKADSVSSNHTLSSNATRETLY
GPR55 LPI antagonism – GPR55 antagonists blocking LPI-driven arrestin recruitment, primary screen, imaging, U2OS, beta-arrestin-GFP, LPI agonist (AID 2013); G-protein coupled receptor 55 (Homo sapiens); U2OS GPR55 beta-arrestin-GFP translocation imaging, LPI antagonism; higher % means a stronger effect; one-dose inhibition, % at 10 µM; IC50 in µM for titrated hits; 0.13% of 290,000 active;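 active means spots per cell inhibited over 60%, with over 100 cells counted and total cytoplasm intensity under 500,000; inconclusive means wells with under 100 cells, flagged as likely toxic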;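 further: U2OS cells stably carrying GPR55 and arrestin-GFP stimulated by 5 µM LPI near EC80; imaged beta-arrestin-GFP aggregate spots per cell after agonist stimulation; plate controls were LPI-stimulated DMSO wells for no effect and DMSO wells without LPI for full effect; some results filed as inactive read as strong as hits; confirmed hits need IC50 under 10 µM and bright autofluorescent wells are also inconclusive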
AID2073 – inhibitors of Mint1-CaV2.2 protein interaction, biochemical, HTRF (AID 2073); 0.19% of 290,000 active; HTRF protein-protein interaction, Mint1-CaV2.2; higher % means a stronger effect; inhibition, % at 20 µM; hits with a dose series show IC50 in µM; Voltage-dependent N-type calcium channel subunit alpha-1B (Homo sapiens); in the data active means inhibition mostly above about 51%, no sharp cut-off; inconclusive means no clear call, values can overlap the other calls; inactive means mostly below about 53%; further: some results filed as inactive read as strong as hits
NTR1 agonist cell count 20 µM – also measured in NTR1 agonist; calls as there; cell count; measured here: cell count, cytotoxicity flag
NS5 inhibitors pilot replicate – also measured in NS5 inhibitors; calls as there; inhibition, %; measured here: pilot screen replicate inhibition
* marks the source's active call; other numbers are inactive results; ? = inconclusive; nt = not tested or not shown; [ ] = remark or other dose.

SMILES	NS5 inhibitors	SIAH1 antagonists	HIV peptide binding	GPR35 antagonists	GPR55 beta-arrestin	UTI89 phage lysis	NTR1 agonist	NTR1 agonist cell count 20 µM	GPR55 LPI antagonism	AID2073	others
O=S(=O)(Nc1nc2ccccc2nc1-[n+]1cccc(N=C([O-])c2ccccc2Cl)c1)c1ccccc1	nt	8%	45%	9%	0.2%	nt	-0.8	60	9%	17%
Cc1c(C(=O)N2CC3(CC(c4cccc(NC(=O)CC(c5ccccc5)c5ccccc5)c4)=NO3)C[C@@H]2C(N)=O)cc([N+](=O)[O-])cc1[N+](=O)[O-] (some centres not stated)	0%	1%	4.6%	-3%	2.6%	0.0%	-0.1	61	5%	48%
Cc1cccc(C(=O)Nc2ccc3c(c2)nc(C)n3C)c1	-3%	4%	-1.3%	4%	0.0%	-0.1%	0.1	94	13%	8%
Cc1cccc(C2c3[nH]c4ccccc4c3CCN2C(=O)c2cc(-c3cccn3C)n[nH]2)n1 (configuration not stated)	1%	8%	4.5%	3%	-0.1%	-0.8%	9.3	92	19%	42%
CS(=O)(=O)Nc1ccc(C(=O)Nc2ccccc2C(=O)NCc2ccco2)cc1	-4%	0%	1.1%	-4%	-0.1%	0.0%	-1.3	47	19%	10%
CC12CCC(c3c1nc1ccccc1[n+]3[O-])C2(C)C (configuration not stated)	3%	-2%	-0.6%	10%	-0.1%	1.6%[50 µM]	0.9	47	-5%	-2%
O=[N+]([O-])c1ccc(N2CCN(S(=O)(=O)c3ccccc3)CC2)cc1NCC1CCCO1 (configuration not stated)	0%	0%	0.4%	-2%	-0.2%	5.9%	3.7	68	14%	-1%
CN1C(=O)c2ccc(NC(=O)c3c(C(=O)O)cccc3[N+](=O)[O-])cc2C1=O	2%	-1%	-1.0%	0%	-0.2%	0.3%	0.2	89	5%	10%
CCN(CC(=O)NCc1ccc(F)cc1)Cc1nc2ccccc2c(=O)[nH]1	-12%	1%	0.9%	-11%	-0.1%	0.5%	0.1	54	-1%	11%
O=c1cc(CSc2nc3cc(Cl)ccc3o2)nc2sccn12	-6%	1%	-0.5%	-3%	-0.2%	0.4%	0.1	44	0%	0%
Fc1cccc(-c2cc3nc4c(c(NCc5ccco5)n3n2)CCCC4)c1	-3%	-1%	-1.5%	17%	0.0%	0.0%	9.9	59	2%	-1%
CCc1nnc(NS(=O)(=O)c2ccc(NC(=O)c3ccc(C#N)cc3)cc2)s1	-1%	3%	3.8%	12%	-0.3%	-0.3%	3.7	54	8%	9%
CCOc1ccc(N2CC(C(=O)NCc3cccc(C)c3)CC2=O)cc1 (configuration not stated)	-10%	-2%	-1.5%	-1%	-0.1%	-1.4%[50 µM]	0.9	55	-4%	-6%
Cc1ccc(C(=O)N2CC(C)CC(C)C2)cc1NC1=NC2CS(=O)(=O)CC2S1 (configuration not stated)	-4%	-7%	-1.3%	-6%	-0.1%	-0.3%	3.0	48	8%	14%
Cc1ccc(S(=O)(=O)N2CCN(CC(O)c3ccccc3)CC2)cc1C (configuration not stated)	-10%	2%	3.7%	3%	-0.4%	0.0%	1.4	46	0%	4%
N=c1ncn(CC(O)CO)c2nc(N3CCOCC3)[nH]c12 (configuration not stated)	-8%	0%	-0.8%	-2%	-0.1%	0.8%	-1.0	80	8%	-13%
Cc1cc(C)n2c(SCc3ccccc3Cl)nnc2n1	-8%	-8%	-0.5%	-2%	0.2%	8.5%	-1.8	58	-7%	0%
CCCCS(=O)(=O)Nc1ccc(N2CCOCC2)c(S(=O)(=O)N2CCOCC2)c1	-3%	0%	0.1%	6%	-0.2%	-0.2%[50 µM]	0.9	65	-4%	10%
CC(=O)c1c(C)[nH]c(C(=O)Nc2cc(C)cc(C)c2)c1C	9%	2%	-0.4%	-11%	0.3%	-0.4%	0.3	43	4%	9%
CCC(c1nnnn1C1CCCC1)N(Cc1cccs1)Cc1cc2cc(C)ccc2[nH]c1=O (configuration not stated)	3%	8%	-1.2%	-10%	-0.1%	6.1%	7.5	51	18%	8%
Clc1ccc(C2[C@H]3CN(Cc4cccnc4)[C@H](c4ccccc4)C34CC2(c2cccnc2)C4)cn1 (some centres not stated)	-11%	2%	0.7%	-14%	-0.1%	1.1%	5.9	63	0%	6%
COc1ccc(CNC(=O)CN(C(=O)c2cc3sccc3n2C)C2CCCC2)cc1	-3%	-1%	1.6%	-4%	0.0%	4.7%	-0.1	58	6%	44%
COc1ccc(C2=CC(=O)OC3(CCCCC3)O2)cc1	-4%	-6%	-1.5%	-1%	0.1%	0.0%	-0.5	68	-13%	-6%
O=C(c1cc(-c2ccccc2)on1)N1CCCC1	-1%	3%	2.8%	-6%	-0.1%	1.9%	1.1	52	-3%	12%
O=C(CO/N=C/c1ccc(OC(F)F)cc1)N1CCc2ccccc21	1%	0%	-3.4%	7%	-0.2%	5.3%	-1.1	57	4%	5%
Cc1ccc(C(=O)N/C(=C\c2cccs2)C(=O)NCCCN2CCOCC2)cc1	4%	11%	1.5%	-9%	-0.1%	0.1%	-0.4	56	1%	-7%
Cc1ccc(S(=O)(=O)Nc2cccc3ncccc23)cc1	1%	5%	-1.7%	8%	0.6%	-0.4%	1.1	48	10%	?
Cc1ccc(CNC(N)=S)cc1	-5%	0%	0.8%	-3%	0.1%	0.1%	-1.2	76	4%	-7%
Cc1cc(SCC(=O)OCC(=O)N2CCN(C(=O)c3ccco3)CC2)c(C)cc1Br	1%	-1%	1.8%	-5%	0.2%	-0.1%	-1.5	53	-10%	-8%
CC1CCN(C(=O)c2ccc3c(c2)OCCO3)CC1	0%	1%	1.2%	-15%	-0.3%	2.6%	-1.2	59	10%	-5%
Cc1ccc(CNC(=O)CCCn2nc(C)c3c(C)n(-c4ccccc4)nc3c2=O)cc1	-3%	1%	1.3%	4%	-0.1%	0.0%	-0.6	57	11%	11%
N#CCCN(CCN1CCCC1)S(=O)(=O)c1ccc(-c2ccc([N+](=O)[O-])cc2)cc1	-6%	2%	-3.0%	5%	0.2%	-0.3%	3.2	37	-1%	2%
O=C1C2C3C=CC(CC3)C2C(=O)N1c1ccc2c(c1)OCO2 (configuration not stated)	-3%	4%	1.2%	-4%	-0.4%	0.3%	2.2	41	12%	14%
CCN1CCCC1CNCc1cccc(OC)c1OCc1ccccc1 (configuration not stated)	-3%	1%	-0.1%	-6%	-0.8%	2.4%	1.8	62	-8%	37%
O=C(CSc1nnc2ccccn12)c1ccc(Cl)cc1	1%	-1%	2.8%	-4%	0.1%	-0.3%	2.7	47	7%	-4%
CCOc1ccccc1N1CCN(Cc2ccc(OC)c(OC)c2OC)CC1	-1%	-1%	-0.1%	-8%	-0.1%	2.5%	-0.5	85	1%	6%
O=C(N1CCN(c2cccc(Cl)c2)CC1)C1(c2cccs2)CCOCC1	0%	-4%	-1.7%	10%	0.5%	-0.2%	4.4	69	-5%	-8%
CCCC(=O)Nc1c(O)c2ccccc2[nH]c1=O	0%	-5%	-1.5%	14%	-0.2%	-0.7%	-1.5	93	-8%	-11%
O=C1CCC2CCCCC2(O)O1 (configuration not stated)	2%	1%	1.5%	11%	0.2%	-0.3%	2.8	45	18%	-6%
CC(=O)c1ccc(-c2nc3ccccc3n2C)o1	-6%	-3%	1.6%	-5%	0.4%	0.7%	-1.6	49	2%	?
Cc1ccc(OCC(=O)Nc2nnc(S(=O)(=O)N3CCCCC3)s2)cc1	-8%	60%	22%	2%	-0.1%	1.2%	1.9	53	14%	64%
CCCN1C(=O)/C(=c2\sc3nc(=O)c(Cc4ccc(C)cc4)nn3c2=O)c2ccccc21	1%	-1%	0.3%	-4%	-0.1%	-0.2%	0.4	42	0%	23%
Cc1cc(C(=O)N2CCc3ccccc32)n(-c2ccccc2)n1	-1%	4%	-1.6%	-16%	0.2%	0.6%	-0.7	88	9%	-1%
CCOP(=O)(OCC)c1nc(-c2ccc(Cl)cc2Cl)oc1N1CCOCC1	-9%	4%	0.1%	-19%	-0.1%	0.0%	-0.5	50	5%	-6%
CN(Cc1cn[nH]c1-c1ccc2c(c1)OCO2)C1CCOCC1	-2%	5%	-1.2%	18%	-0.1%	0.1%	1.0	60	-5%	-6%
O=c1c2cc(-c3ccccc3)sc2ncn1-n1cccc1	2%	-2%	2.9%	-7%	0.0%	-0.7%	-3.4	78	-7%	49%
CCc1ccc(CN(C)C(C)C(=O)NCc2ccccc2)cc1 (configuration not stated)	-5%	0%	1.2%	-12%	0.0%	3.9%[50 µM]	nt	nt	16%	4%
COc1ccc(C(=O)Nc2nc3ccccc3s2)c(OC)c1	7%	6%	1.4%	-2%	-0.1%	-0.1%	3.2	45	-3%	0%	NS5 inhibitors pilot replicate=-5.5
Cc1ccc(C2(C)CC(C)(C)N(C(=O)CSc3nnc(C)s3)c3ccccc32)cc1 (configuration not stated)	1%	3%	-2.6%	13%	0.1%	1.4%	6.2	40	18%	1%
NC(=O)Cn1cc(/C=N\NS(=O)(=O)c2ccccc2)c2ccccc21	-6%	-3%	-0.3%	-1%	0.2%	0.0%	-1.2	36	-3%	-1%
COCC(=O)N1CCC(n2nccc2NC(=O)CCOc2ccccc2)CC1	-4%	0%	1.1%	-9%	-0.2%	0.1%	0.0	54	-2%	2%
Cc1ccc(Cl)cc1N1CCN(C(=O)c2ccc(NC3=NC4CS(=O)(=O)CC4S3)cc2)CC1 (configuration not stated)	-7%	7%	-1.8%	-3%	0.0%	0.2%	-0.1	55	-3%	2%
CCn1c(=S)sc2c(=O)n(CC(=O)NC(C)CCc3ccccc3)c(C)nc21 (configuration not stated)	-2%	2%	1.9%	12%	-0.1%	0.6%	0.7	61	-17%	6%
NC(=S)N/N=C/c1ccc(-c2cc(Cl)ccc2Cl)o1	20%	-3%	8.1%	6%	-0.1%	2.6%[50 µM]	6.9	57	20%	-16%

Bioassay records as filed in PubChem BioAssay.
